# Screening data (PubChem)
# UGM FP inh: Mtb UDP-galactopyranose mutase inhibition; 320,000 tested, 0.06% active; purified UGM, fluorescence polarization probe displacement; inhibition, % at 10 µM; P9WIQ1; in the data active = inhibition above about 10%, passing the limit was not always enough; inconclusive = no clear call, values can overlap the other calls
# MazEF act: increases E. coli MazEF RNase cleavage of RNA | P0AE70 | FAM/BHQ RNA-DNA oligo cleavage fluorescence, 5 h | activation, % at 20 µM | 350,000 tested, 0.32% active | AID 504720; in the data active = activation above about 50%
# Target sequence (P0AE70 whole entry, looked up): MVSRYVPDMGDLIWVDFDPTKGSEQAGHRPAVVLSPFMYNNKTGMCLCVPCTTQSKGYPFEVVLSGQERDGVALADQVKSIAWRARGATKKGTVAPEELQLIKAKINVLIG
# BoNT-F LC inh: blocks Botulinum neurotoxin F light chain protease; 360,000 tested, 0.22% active; Multiplex microsphere protease cleavage assay, flow cytometry; inhibition, % at 10 µM; in the data active = inhibition above about 35%, passing the limit was not always enough; inconclusive = no clear call, values can overlap the other calls; also: plate controls were buffer without enzyme for full effect and enzyme alone for no effect
# Mtb BioA inh: inhibitors of Mycobacterium tuberculosis BioA enzyme. inhibition, % at 9.99 µM. purified M. tuberculosis BioA enzyme, plate reader. 360,000 tested, 0.096% active; in the data active = inhibition above about 40%; inconclusive = no clear call, values can overlap the other calls
# FBA Mtb inh: inhibitors of M. tuberculosis fructose-bisphosphate aldolase. purified M. tuberculosis FBA, fluorescence read-out. inhibition, % at 1 µM. AID 588726. P9WQA3. 360,000 tested, 2.3% active; in the data active = inhibition above about 27%;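 also: 0% = vehicle and 100% = reference inhibitor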
# Target sequence (P9WQA3 whole entry, looked up): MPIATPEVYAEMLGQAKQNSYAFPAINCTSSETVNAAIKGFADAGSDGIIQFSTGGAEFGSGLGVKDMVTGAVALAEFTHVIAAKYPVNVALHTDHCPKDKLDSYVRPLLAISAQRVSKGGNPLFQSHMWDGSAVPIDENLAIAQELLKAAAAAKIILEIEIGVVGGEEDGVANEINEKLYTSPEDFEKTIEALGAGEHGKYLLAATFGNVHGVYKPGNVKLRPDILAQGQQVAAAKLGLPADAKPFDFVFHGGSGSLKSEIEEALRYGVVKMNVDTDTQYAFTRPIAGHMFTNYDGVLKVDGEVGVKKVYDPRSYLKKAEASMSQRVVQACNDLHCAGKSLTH
# PrPC surface inh: cell surface PrPC inhibition, primary TR-FRET screen | inhibition, % at 13.8 µM | P04156 | AID 720596 | TR-FRET read-out | 370,000 tested, 0.43% active; in the data active = inhibition above about 24%; also: 0% = median of the test wells and 100% = reference compound wells
# GDH-TPI counter: GDH-TPI coupled enzyme inhibition counter-screen. GDH-TPI coupled enzyme counterscreen, NADH absorbance. inhibition, % at 4.8 µM. 360,000 tested, 1.2% active. AID 588335; in the data active = inhibition above about 30%;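 also: 0% = DMSO wells and 100% = wells lacking the enzyme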
# FadD28 FP inh: blocks FadD28 binding to the bisubstrate probe; AID 588549; inhibition, % at 12.5 µM; fluorescence polarization; 360,000 tested, 0.22% active; in the data active = inhibition above about 8.5%, passing the limit was not always enough; inconclusive = no clear call, values can overlap the other calls
# Rv3671c inh: inhibits the M. tuberculosis serine protease Rv3671c; P9WHR9; inhibition, % at 5.96 µM; 320,000 tested, 0.048% active; in the data active = inhibition above about 38%;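 also: extracellular domain of Rv3671c used as enzyme; 0% = enzyme with DMSO and 100% = no enzyme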
# Target sequence (P9WHR9 whole entry, looked up, the tested form may be a part): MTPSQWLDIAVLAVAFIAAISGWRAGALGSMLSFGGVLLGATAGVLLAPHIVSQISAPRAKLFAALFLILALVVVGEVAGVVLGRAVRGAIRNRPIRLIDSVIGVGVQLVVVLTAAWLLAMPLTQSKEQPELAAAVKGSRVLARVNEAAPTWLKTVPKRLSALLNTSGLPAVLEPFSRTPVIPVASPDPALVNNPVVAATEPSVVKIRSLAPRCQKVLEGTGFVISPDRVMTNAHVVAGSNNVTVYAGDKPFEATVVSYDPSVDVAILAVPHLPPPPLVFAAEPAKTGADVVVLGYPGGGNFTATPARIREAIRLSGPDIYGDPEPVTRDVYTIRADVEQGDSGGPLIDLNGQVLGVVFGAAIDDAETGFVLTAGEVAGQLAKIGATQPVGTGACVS
# Numbers without * were called inactive; u = inconclusive; x = not tested or not shown; + = active, no number; & = joins results of further samples.
SMILES,UGM FP inh,MazEF act,BoNT-F LC inh,Mtb BioA inh,FBA Mtb inh,PrPC surface inh,GDH-TPI counter,FadD28 FP inh,Rv3671c inh
Cc1ccccc1NC(=O)Cc1nc(COC(=O)c2cccnc2Cl)cs1,0.3,-4,5,1.1,-1,2,0,-0.4,-1
O=C(Nc1ccc(S(=O)(=O)Nc2cnc3ccccc3n2)cc1)c1ccc(Br)o1,-1.3,-2,-2,-0.9,5,0,10,-2.8,-2
Cc1cc(C)cc(OCC(=O)NNC(=S)NC(=O)C2CC2)c1,5.5,3,-9,0.0,-2,-1,-17,-3.1,0
COCCCNC(=S)N(CCCN(C)C)Cc1cc2cc3c(cc2[nH]c1=O)OCCO3,0.4,11,-10,-1.4,14,3,19,-0.4,-4
O=C(CNC(=O)C1CCCCC1)NC1=NCCS1,1.5,-2,-2,-0.1,1,3,2,0.3,-1
O=C(CN(Cc1ccccc1C(F)(F)F)C(=O)CNC(=O)c1ccco1)NC1CCCC1,-2.0,2,8,-0.8,0,-3,-4,-0.5,1
CCCCN1CCc2c([nH]c3ccc(C)cc23)C1=O,1.6,5,-27,-0.9,-2,3,8,-3.7,5
Cc1cc2oc(=O)c(CC(=O)O)c(C)c2c2occ(C(C)(C)C)c12,1.1,-4,15,2.9,15,-1,18,-1.1,-5
CCOC(=O)C1=CCN(S(=O)(=O)c2ccccc2C)C1c1ccc(Cl)c(Cl)c1 (stereo not given),x,x,-4,-1.2,2,14,x,1.2,x
N=C1SC(CC(=O)Nc2ccccc2[N+](=O)[O-])C(=O)N1c1ccccc1 (stereo not given),-3.1,0,3,-0.2,1,-9,1,0.0,-4
CCC(CC)COC(=O)C1=C(C)NC(=O)NC1c1ccc([N+](=O)[O-])cc1 (stereo not given),-0.6,3,14,1.1,1,6,-9,-3.2,7
CCOc1ccc(S(=O)(=O)N2CCC(C(N)=O)CC2)c2ccccc12,4.1,-9,-7,2.4,5,1,-9,-4.3,-8
C=CCN1c2ccccc2C(=O)CS1(=O)=O,-0.7,5,6,-0.6,5,-2,3,-2.2,7
CC(CC(=O)NCCc1ccc(S(N)(=O)=O)cc1)c1ccccc1 (stereo not given),0.8,-6,x,-0.9,0,7,7,-1.0,7
CCOC(=O)C1CCCN(C(=O)CN2C(=O)/C(=C/c3ccc(OC)cc3)Oc3ccccc32)C1 (stereo not given),1.3,-15,1,x,10,0,18,-4.3,-13
COc1ccc(NC(=O)COC(=O)c2cnccn2)cc1Cl,4.9,6,x,-0.3,-14,-1,7,-4.6,-2
CC(C)(C)C(=O)/C(C#N)=C/c1ccc(O)cc1,2.4,-1,1,-1.1,2,-9,18,-0.5,7
CCn1c(=O)n(CC)c2cc(S(N)(=O)=O)c(C)cc21,-2.2,11,44*,-0.3,1,-4,6,1.6,4
COCc1cc(=O)[nH]c(N2CCN(Cc3ccc4c(c3)OCO4)CC2)n1,0.4,11,-2,-0.5,3,-4,-9,-2.2,-12
FC(F)(F)c1ccc(C2[C@H]3CN(Cc4cccnc4)[C@H](c4ccccc4)C34CC2(c2ccccc2)C4)cc1 (stereo not given in full),1.3,-13,-8,-2.1,-3,2,2,-4.4,-9

# Entries listed so far containing four or more nitrogen atoms, in the order listed:
SMILES,UGM FP inh,MazEF act,BoNT-F LC inh,Mtb BioA inh,FBA Mtb inh,PrPC surface inh,GDH-TPI counter,FadD28 FP inh,Rv3671c inh
O=C(Nc1ccc(S(=O)(=O)Nc2cnc3ccccc3n2)cc1)c1ccc(Br)o1,-1.3,-2,-2,-0.9,5,0,10,-2.8,-2
COCCCNC(=S)N(CCCN(C)C)Cc1cc2cc3c(cc2[nH]c1=O)OCCO3,0.4,11,-10,-1.4,14,3,19,-0.4,-4
N=C1SC(CC(=O)Nc2ccccc2[N+](=O)[O-])C(=O)N1c1ccccc1 (stereo not given),-3.1,0,3,-0.2,1,-9,1,0.0,-4
COCc1cc(=O)[nH]c(N2CCN(Cc3ccc4c(c3)OCO4)CC2)n1,0.4,11,-2,-0.5,3,-4,-9,-2.2,-12

# Going on with the list:
SMILES,UGM FP inh,MazEF act,BoNT-F LC inh,Mtb BioA inh,FBA Mtb inh,PrPC surface inh,GDH-TPI counter,FadD28 FP inh,Rv3671c inh
CN(C)C(=O)Oc1ccc(C(=O)c2ccccc2)cc1,1.2,4,-9,0.8,0,-8,6,0.6,1
COc1ccc(C2C(C(=O)NCCN(C)C)c3ccccc3C(=O)N2C)cc1OC (stereo not given),-2.9,7,-6,-7.5,0,0,-11,-1.8,3
O=C(c1cccc(F)c1F)N1CCCc2ccccc21,-0.7,2,u,-3.2,-5,-3,-13,-4.2,-2
Cc1ccc2c(c1)nnn2C1CCN(C(=O)Nc2ccccc2C)CC1,0.0,0,3,x,-3,6,4,-3.3,9
COc1ccc(OC)c(NC(=O)c2ccccc2OC(C)=O)c1,-2.9,4,11,1.6,-1,-5,10,-2.4,-1
CCCCCCCn1ccc(O)c(CC(=O)OC)c1=O,-2.0,-4,-2,x,-3,0,2,-0.3,4
CCOC(=O)c1cc2c(n(-c3ccccc3)c1=O)CC(C)(C)CC2=O,-0.2,-10,-7,x,11,0,12,-2.2,-1
COc1ccc(-c2c(C#N)c(N)nc3c2CCc2ccccc2-3)cc1OC,1.9,-8,x,x,x,-12,x,x,-6
CC(C)c1cc(C(=O)NCCc2ccccc2)no1,-0.1,5,-5,x,3,4,-2,-1.3,3
Cc1cc(NC(=O)CSc2ccc(F)cc2)no1,0.5,5,4,x,0,-2,1,-0.7,0
COc1ccc(C(=O)Nc2nc(-c3ccc([N+](=O)[O-])cc3)c(-c3ccc(OC)cc3)s2)cc1,0.4,24,22,x,0,-7,-3,-1.9,0
COC(=O)c1sccc1NC(=O)c1cc(-c2cccc(C)c2)nc2ccccc12,2.8,-6,6,x,2,-8,5,-1.7,-5
N#CC(c1ccccc1)N(CCCCl)C(=O)c1ccc(Br)cc1 (stereo not given),1.4,-4,5,x,0,5,1,-9.4,-2
COc1ccc(NC(=O)C(c2ccccc2)N(C)C(=O)c2ccc(=O)[nH]c2)cc1 (stereo not given),1.3,-2,3,-0.7,0,3,3,-2.3,-3
Cc1ccc2ccc(S(=O)(=O)NCc3ccco3)cc2c1,-1.0,29,9,1.7,-1,0,-1,-1.2,-4
CCOC(=O)c1cc(C)sc1NC(=O)CN1CCN(C(=O)C2CCCO2)CC1 (stereo not given),-1.1,0,-6,0.7,-1,6,13,0.0,-2
COC(=O)C(Cc1ccc(O)cc1)NC(=O)CCC(=O)Nc1ccc(S(N)(=O)=O)cc1 (stereo not given),-1.1,4,-6,4.4,7,1,11,-0.2,-2
CC(=O)Nc1ccc(SCC(=O)Nc2ccc(Cl)cn2)cc1,-0.3,-3,-2,0.5,0,4,13,-0.8,-2
O=C(Nc1cccc(Cl)c1)c1c(O)c2c(n(Cc3ccco3)c1=O)CCCC2,1.3,8,x,x,x,5,x,x,-9
COCc1c(C(=O)Nc2ccc(Cl)cc2F)oc2ccccc12,2.1,-4,-9,x,2,2,4,-1.4,-7
COc1ccc(/C(C)=N/NC(=O)c2nnn(-c3nonc3N)c2-c2ccccc2)cc1,-1.4,7,-13,-1.3,-3,4,7,-3.1,-14
Cc1ccc(CNC(=O)C2CCCC2)cc1,0.5,4,6,-1.4,2,0,-1,-0.1,13
Cc1ccnc(N/C=C(/NC(=O)c2ccccc2)C(=O)N/N=C\c2ccc(F)cc2)n1,0.1,1,-3,-0.9,2,-2,54*,-0.9,6
O=C1CCCc2c1cc(C(=O)Nc1ccc(Cl)cn1)c(=O)n2-c1ccccc1,3.8,4,-2,0.0,0,0,30,-6.3,-7
CCN(CC(=O)Nc1c(F)cccc1F)C(=O)c1n[nH]c2ccccc12,1.0,3,-3,0.1,4,6,-3,0.7,1
Cc1cccn2c(=O)c3cc(C(=O)NC4CCCC4)c(=N)n(CC4CCCO4)c3nc12 (stereo not given),-1.1,10,11,-0.8,+,-32,8,-0.5,-20
Cc1cc(=O)c2ccc3ccccc3c2[nH]1,-1.1,5,1,-2.8,3,-4,12,-3.5,4
Cc1ccc(SCC(=O)c2c(C)nc3cc(C)ccn23)cc1,-1.5,6,5,-1.2,1,13,13,0.4,-6
O=S(=O)(Cc1ncc(C(F)(F)F)cc1Cl)c1ccccc1,6.2,-3,7,-0.5,-2,9,3,2.1,4
COC(=O)c1cccc(NC(=O)CN2CCN(c3ccc(OC)cc3)CC2)c1,1.1,0,7,0.4,-2,-3,10,-1.6,1
COc1ccc(NC(=O)C2Cc3c(-c4ccccc4)ccnc3O2)cc1OC (stereo not given),x,x,-1,-0.5,5,x,-5,0.9,x
CCc1ccccc1NC1c2ccccc2C(=O)N1c1cccnc1 (stereo not given),2.5,2,12,3.3,-2,2,-2,-2.7,8
CCc1ccc(OCCNC(=O)c2ccc(S(=O)(=O)N(C)C)cc2)cc1,3.8,2,0,x,4,5,6,-1.2,-5
CC(=O)N1CCC(C(=O)NC2CCCc3c2cnn3-c2cc(F)cc(F)c2)CC1 (stereo not given),0.4,0,-7,-0.4,6,85*,3,-0.9,-8
CC1(C)OC(c2ccccc2)=C/C(=C/C=C2C(=O)NC(=S)NC2=O)O1,-17,+,x,x,x,-3,x,x,-135
CC(C)Oc1cc(NC(=O)CS(=O)CC(=O)N(C)C)c(Cl)cc1Cl (stereo not given),2.2,-4,2,x,-3,5,-2,-0.6,3
COc1ccccc1N(C)S(=O)(=O)c1ccc(C(=O)NCCCN2CCCC2=O)cc1,x,4,-2,-0.4,-1,-5,3,-0.3,x
NC(=O)NCC(=O)N1CCC(C(O)(c2ccccc2)c2ccccc2)CC1,-1.5,11,-4,-1.2,2,0,0,-2.8,-5
O=C(C1=C[C@H](c2ccc(C(F)(F)F)cc2)C[C@H](OCc2ccc(CO)cc2)O1)N1CCOCC1,0.1,1,6,0.2&-1.0,3,-4,8,-1.3,7
CCN(c1cccc(C(F)(F)F)c1)S(=O)(=O)c1ccc2c(c1)CCN2C(C)=O,0.4,-10,-14,-1.3,5,80*,-3,1.4,1
c1cc2c(c(NCc3ccncc3)c1)CCCC2,5.0,8,-2,0.6,4,17,5,-2.5,0
C[C@H](O)c1[nH]c2cc(F)ccc2c1[C@H](C)O,-0.8,10,-9,-0.3,2,1,8,-0.2,0
O=C(NC(=O)c1cccc(F)c1)Nc1nc(-c2ccc(F)cc2)cc(C(F)(F)F)n1,-0.4,21,-3,x,2,5,4,-0.9,3
Cc1nn2c(-c3ccccc3)nnc2c2ccccc12,-0.5,6,0,x,5,-1,5,-0.2,-1
CCCNc1c(NC(=O)c2cccs2)c(=O)oc2ccccc12,0.7,-4,2,-1.8,-2,1,4,-0.8,0
COc1ccc(CN(C)C(=O)c2cccc(NC(=O)CC3SC(N4CCCCC4)=NC3=O)c2)c(OC)c1 (stereo not given),x,1,-5,-1.2,1,14,4,-2.1,x
CN1CCCN(C(=O)/C=C/c2ccc(F)cc2)CC1,0.7,2,-3,x,1,0,-4,-3.6,0
CCOc1ccc(CC(=O)Nc2ccc(NC(=O)c3ccco3)cc2)cc1OCC,x,1,-6,0.1,-1,6,3,-0.7,x
CCOc1cc(N2CCOCC2)c(OCC)cc1NC(=O)c1cc(S(=O)(=O)N2CCOCC2)ccc1C,1.2,14,-5,-0.5,-3,-3,7,-2.6,-8
FC(F)(F)c1ccccc1-n1ccnc1,-1.9,6,-15,0.5,3,-1,-6,-1.0,-6
O=C(Nc1ccc2c(c1)OCO2)C1CCCCN1S(=O)(=O)c1ccc(F)cc1 (stereo not given),-3.2,10,-2,0.6,0,2,8,-0.8,2
CC1(C(=O)NS(=O)(=O)c2ccc3ccccc3c2)CCN1C(=O)Cc1ccc(Cl)cc1Cl (stereo not given),x,x,-14,0.4,-6,5,9,-0.6,x
CCOC(=O)CSc1nnc(CSc2nc3sc4c(c3c(=O)[nH]2)CCC4)n1C,0.9,-5,7,-1.9,-1,2,14,0.7,-1
Cc1noc(C)c1S(=O)(=O)N(C)C[C@@H]1OCc2cnnn2CCCC(=O)N([C@H](C)CO)C[C@@H]1C,x,6,-4,-0.1&-1.5,0,0,4,-0.9,x
C=CCOc1c(Br)cc(/C=N/NC(N)=O)cc1OC,-0.5,6,-1,0.7,-2,-5,6,-3.2,-2
COc1ccc(CNC(=O)C2CCN(S(=O)(=O)c3ccc4c(c3)NC(=O)C(C)S4)CC2)cc1 (stereo not given),-1.2,10,0,0.0,-3,-3,-13,-3.9,-10
